TLR4-MyD88 BLA: inhibitors of TLR4-MyD88 association in cells, primary screen, cell-based, HeLa CL3-4, BLA complementation, FRET ratio. actives 0.18% (n = 200,000). inhibition, % at 8.4 µM. HeLa CL3-4 TLR4/MyD88 BLA complementation. Toll-like receptor 4 (Homo sapiens) + Myeloid differentiation primary response protein …; in the data active = inhibition above about 25%;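 also: 0% = vehicle and 100% = reference inhibitor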
APP 5'UTR act: activators of APP 5'UTR luciferase reporter, primary screen, SH-SY5Y cells. SH-SY5Y APP 5'UTR luciferase reporter, luminescence; zero percent = DMSO vehicle wells. activation, % at 2 µM. actives 1% (n = 190,000). AID 1276, 2008;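 active = activation above a set limit, based on mean plus 3 SD of controls, cut at about 140% in these data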; also: values of inactives mirror those of a sister screen read the other way
STAT1 activator: STAT1 signaling activators, primary screen, cell-based, HTS, luciferase reporter | NIH 3T3 STAT1-luciferase reporter, IFN-gamma, luminescence; 100% = IFN-gamma alone, no compound | activation (% of control), % at 5.5 µM | actives 2.6% (n = 200,000);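 active = activation above the screen-wide mean activation plus 3 SD, cut at about 130% in these data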;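 also: raw ratio to IFN-gamma control signal so 100% means no change and 0% no light; values of inactives mirror those of a sister screen read the other way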
G6PDH counter: L. mesenteroides G6PDH inhibitors, counter-screen for G6PDH-coupled screening assays, biochemical, Leuconostoc mesenteroides enzyme; glucose-6-phosphate dehydrogenase [Leuconostoc mesenteroides]; Purified L. mesenteroides G6PDH, diaphorase/resazurin coupled fluorescence, 45 min; inhibition, % at 5 µM; actives 0.12% (n = 200,000); in the data active = inhibition above about 50%
APP transl inh: inhibitors of APP translation via 5'UTR reporter, primary screen, APP 5'UTR luciferase, SH-SY5Y cells | actives 0.82% (n = 190,000) | inhibition, % at 2 µM | SH-SY5Y APP 5'UTR-luciferase reporter, luminescence | AID 1285, 2008;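 active = inhibition above a set limit, derived from the sample mean plus 3 SD, cut at about 45% in these data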; also: values of inactives mirror those of a sister screen read the other way
FLuc stim CS: FLuc activators, initial screening, artefact control for FLuc-dependent activation tests, biochemical, ATPlite luminescence; Luciferin 4-monooxygenase (Photinus pyralis), P08659; ATPlite luciferase biochemical, 10 min; 0 = ATP-free wells, 1 = DMSO control; activation factor at 10 µM; 200,000 tested, under 10 active;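 active = luciferase activation factor, scaled between plate controls, of at least 2 with compound at 10 µM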
Target sequence (P08659 whole entry, looked up): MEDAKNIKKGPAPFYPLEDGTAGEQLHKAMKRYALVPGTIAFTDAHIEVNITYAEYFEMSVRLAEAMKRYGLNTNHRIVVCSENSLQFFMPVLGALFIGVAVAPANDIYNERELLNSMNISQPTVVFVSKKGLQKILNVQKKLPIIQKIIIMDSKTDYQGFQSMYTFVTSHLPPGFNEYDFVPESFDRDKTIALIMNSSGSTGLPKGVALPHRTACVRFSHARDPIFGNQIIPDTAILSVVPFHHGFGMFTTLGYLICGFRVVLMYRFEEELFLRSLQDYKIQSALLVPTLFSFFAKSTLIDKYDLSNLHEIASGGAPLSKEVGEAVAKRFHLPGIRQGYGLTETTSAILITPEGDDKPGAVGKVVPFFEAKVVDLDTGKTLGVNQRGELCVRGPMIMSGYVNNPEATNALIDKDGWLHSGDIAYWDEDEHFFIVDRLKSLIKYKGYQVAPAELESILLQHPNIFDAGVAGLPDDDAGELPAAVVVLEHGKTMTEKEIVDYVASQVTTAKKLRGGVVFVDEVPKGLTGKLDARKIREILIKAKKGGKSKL
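System: cell-free luciferase reagent; medium: PBS as buffer for the ATP substrate; doses: test compounds dosed from 2 mM stocks in 100% DMSO; incubation: 10 min, room temperature; measured by: luminescence from luciferase reaction; read-out: luciferase activation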
Diaphorase act: compounds boosting diaphorase resazurin reduction – biochemical, uHTS, resorufin fluorescence, counter-screen for diaphorase-coupled primary assays, primary screen; Diaphorase/resazurin coupled assay, 16 min; stronger effect = higher value; 1 = vehicle wells, 0 = NADH-free wells; activation factor at 20 µM; actives 0.005% (n = 190,000); AID 1229, 2008;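 active = diaphorase activity raised at least twofold by the compound at 20 µM; inactive = activation factor below 2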
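Test system: Clostridium kluyveri diaphorase, purified enzyme; input: enzyme 0.07 U/mL final; buffer or medium: 50 mM HEPES pH 7.4 with 4.542 mM MgCl2, 0.005% Tween 20; also added: 0.114 mM NADH and 0.1 mM resazurin, final amounts; schedule: 16 min enzyme reaction, ambient temperature; technique: fluorescence of resorufin, 544 nm excitation, 590 nm emission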
Diaph inh CS: diaphorase inhibitors and chemical oxidizers, primary screen, counter-screen for diaphorase-coupled primary assays, biochemical, uHTS, resorufin fluorescence. diaphorase resazurin-to-resorufin fluorescence, NADH, 16 min; bacterial (C. kluyveri) enzyme, not human. inhibition, % at 20 µM. actives 0.69% (n = 190,000);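 active = primary screen inhibition at 20 µM above a set limit, cut at about 50% in these data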;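 also: plate controls were DMSO with full reaction for no effect and wells lacking NADH for full effect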
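Assay system: diaphorase enzyme from Clostridium kluyveri; Input: enzyme working solution with 0.14 U/mL diaphorase; Timing: 16 min at room temperature; Technique: resorufin fluorescence, excitation 544 nm, emission 590 nm; Benchmarks: positive control minus NADH, DMSO neutral control.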
FLuc inh counter: firefly luciferase enzyme inhibitors, primary screen, artefact control for luciferase-based inhibitor screens, biochemical, luminescence, ATPLite. Luciferin 4-monooxygenase (Photinus pyralis), P08659. 10 min. inhibition, % at 10 µM. actives 1.5% (n = 200,000). AID 1006, 2008;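 active = inhibition above about 50% when tested at 10 µM, limit read from the data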
NF-kB expr up: activators of NF-kB expression in neurons, primary screen, cell-based, HTS; human neuronal cells, NF-kB reporter expression; stronger effect = higher value; fold change at 12.5 µM; actives 1.6% (n = 190,000); in the data active = fold change above about 3.3
An asterisk follows results filed as active.

SMILES	TLR4-MyD88 BLA	APP 5'UTR act	STAT1 activator	G6PDH counter	APP transl inh	FLuc stim CS	Diaphorase act	Diaph inh CS	FLuc inh counter	NF-kB expr up
c1ccc(-c2nc(N3CCOCC3)cc(N3CCOCC3)n2)cc1	-8.9	-0.6	104.3	6.4	0.6	1.1	0.6	39.4	-5.9	1.01
O=C(NNS(=O)(=O)c1ccccc1C(F)(F)F)c1cccc(S(=O)(=O)Nc2ccccc2Cl)c1	8.4	-7.9	102.1	-0.9	7.9	1.1	0.9	10.4	-5.5	1.34
CN(C)CCCN(Cc1cc2cc3c(cc2[nH]c1=O)OCO3)C(=S)NCc1ccco1	-1.5	0.6	98.1	13.1	-0.6	1.1	0.8	17.2	-6.6	1.1
Cn1cc(/C=C2\SC(=O)NC2=S)c2ccccc21	3.8	-2.4	102.2	11.4	2.4	0.9	0.5	54.3*	8.6	0.77
Cc1ccc(NC(=S)NNC(=O)c2ccco2)cc1	8.8	17.5	114.3	27.0	-17.5	1	1.1	-6.9	2.6	1.97
COc1ccc(CCNC(=O)c2ccc(CNS(=O)(=O)c3ccc(C(C)(C)C)cc3)cc2)cc1OC	-0.4	10.1	99.4	-26.3	-10.1	1	0.9	5.7	-3.2	1.06
O=C(NCCCN1CCOCC1)[C@@H]1CSC2c3ccccc3C(=O)N21 (stereo partly drawn)	-7.7	-13.6	96.1	-0.3	13.6	1.1	0.9	11.7	-5.3	1.14
CCOC(=O)CNC(=O)CSc1ccc2nnc(-c3cccnc3)n2n1	-2.9	4.0	101.1	10.4	-4.0	1	1	-1.8	1.2	1.11
CC(Cc1ccccc1)C(=O)N(C)Cc1cccnc1 (stereo not drawn)	-2.6	-3.6	100.7	12.5	3.6	1	1.2	-17.5	2.4	1.11
COc1ccc(N2CC(NC(=O)Nc3ccccc3)CC2=O)cc1 (stereo not drawn)	11.4	5.5	101.9	7.8	-5.5	1.1	1.1	-9.3	-7.2	1.05
CN(C)c1ccc(C(=O)c2ccc(N(C)C)c3ccccc23)cc1	5.1	-95.4	139.2*	-2.1	95.4*	1.1	0.8	15.4	-5.6	5.23*
O=C1OC(c2ccccc2)=NC12CC2c1ccc(Cl)cc1 (stereo not drawn)	-8.5	7.1	100.1	6.5	-7.1	1	1	3.5	-2.6	1.06
O=C(c1cccnc1)N1CCC(c2nc3ccccc3[nH]2)CC1	13.2	2.1	99.8	-2.0	-2.1	1	0.8	15.5	-4.7	0.95
CC(=O)Oc1ccc(C(=O)Nc2cccc(C(=O)NC(C)(C)C)c2)cc1	2.7	15.5	106.7	5.6	-15.5	0.8	0.9	7.5	24.9	1.04
O=C1/C(=C/c2ccncc2)SC(=S)N1C1CCS(=O)(=O)C1 (stereo not drawn)	2.1	-13.0	98.0	10.7	13.0	1.1	0.7	27.9	-13.1	1.37
CCc1ccc(N2CC(O)(c3cccs3)[N+]3=C2SCCC3)cc1 (stereo not drawn)	16.5	-1.3	83.5	2.9	1.3	1.1	1	-2.6	-5.4	0.87
COc1ccc(C(C(=O)NC2CCCC2)N(Cc2ccccc2)C(=O)CNC(=O)c2ccco2)cc1 (stereo not drawn)	0.7	9.1	98.7	2.0	-9.1	1.1	1	0.0	-6.2	0.86
Cc1ccc(C)c(CSc2nnc(-c3cccs3)n2Cc2ccco2)c1	2.4	-5.4	98.2	14.0	5.4	1.1	0.8	16.0	-9.1	0.86
O=C(NNc1c2ccccc2nc2ccccc12)c1cccc(O)c1	-11.4	1.6	97.1	-10.7	-1.6	0.9	0.9	8.4	5.9	0.3
O=C(c1cnc2sccn2c1=O)N(Cc1ccccc1)c1ccccn1	-19.3	15.2	96.8	3.2	-15.2	1.1	0.8	17.5	-5.9	1.03
COc1cc(Cl)c(C)cc1NC(=O)COC(=O)c1cc[n+]([O-])cc1	13.7	10.5	95.3	10.9	-10.5	1	1.1	-5.4	-2.5	0.89
Cc1ccc(C2CN(c3ccccc3)CC2C(=O)c2ccc(F)cc2)cc1 (stereo not drawn)	-7.1	6.2	89.2	2.8	-6.2	1.1	0.9	7.9	-6.1	0.86
CC(NC(=O)CN(C)CC(=O)Nc1ccc(F)c(F)c1F)c1ccccc1 (stereo not drawn)	-8.0	-6.1	106.3	0.6	6.1	1	0.9	6.0	-3.4	1.05
CCCCCCN(C(=O)CCCCCN1C(=O)NC(c2ccc(-c3ccccc3)cc2)C(C(=O)OCc2ccccc2)=C1C)C(C(=O)NCCCC)c1ccc(OCC(=O)OC)cc1 (stereo not drawn)	-6.2	-9.6	101.4	14.6	9.6	1	0.9	13.2	-2.5	1.28
Cc1cc(N)n(-c2ccc(Oc3ccccc3)c(S(=O)(=O)O)c2)n1	6.8	0.6	111.4	5.6	-0.6	1	0.8	15.9	-1.4	1.15

Record cards (already shown). Order of screens: TLR4-MyD88 BLA | APP 5'UTR act | STAT1 activator | G6PDH counter | APP transl inh | FLuc stim CS | Diaphorase act | Diaph inh CS | FLuc inh counter | NF-kB expr up
Entry for COc1cc(Cl)c(C)cc1NC(=O)COC(=O)c1cc[n+]([O-])cc1 = 13.7 | 10.5 | 95.3 | 10.9 | -10.5 | 1 | 1.1 | -5.4 | -2.5 | 0.89
Entry for Cc1ccc(C2CN(c3ccccc3)CC2C(=O)c2ccc(F)cc2)cc1 (stereo not drawn) = -7.1 | 6.2 | 89.2 | 2.8 | -6.2 | 1.1 | 0.9 | 7.9 | -6.1 | 0.86

(list continues)
SMILES	TLR4-MyD88 BLA	APP 5'UTR act	STAT1 activator	G6PDH counter	APP transl inh	FLuc stim CS	Diaphorase act	Diaph inh CS	FLuc inh counter	NF-kB expr up
COC(=O)Cc1ccc(N(Cc2ccccc2F)S(=O)(=O)c2ccc(Cl)cc2)cc1	5.0	8.9	101.8	0.9	-8.9	1.1	0.8	18.7	-8.5	0.99
O=C(O)CCc1ccc(-c2ccccc2)o1	-4.3	-9.1	101.8	7.7	9.1	1	1	-0.1	-2.5	1.23
Cc1ccccc1C(=O)/C=C1\NC(=O)CS1	7.9	10.4	103.9	13.9	-10.4	1	1	-0.2	-1.9	1.06
O=C(CCCCCNc1nc(=S)[nH]c2ccccc12)NCCc1ccc(Cl)cc1	7.3	-8.9	98.7	2.3	8.9	1.1	1	1.7	-9.3	1.56
Cc1nnc(Sc2c(N)n(C)c(=O)[nH]c2=O)s1	-7.7	5.7	99.0	4.2	-5.7	1.1	0.8	15.5	-8.0	1.02
O=C(c1sc2ccccc2c1Cl)N(Cc1ccccc1Cl)C1CCS(=O)(=O)C1 (stereo not drawn)	-2.6	4.3	98.0	2.8	-4.3	1	0.9	11.7	0.2	0.89
Cc1ccccc1Cn1c(C(=O)OC(C)C)cc2c1ccn2C	-6.2	2.0	94.4	9.5	-2.0	1.1	0.9	10.3	-7.2	0.85
O=C(CN=C1NC(=O)C(c2ccccc2)(c2ccccc2)N1)NCc1ccc(F)cc1	-37.7	-8.5	97.0	-0.8	8.5	1	0.9	5.7	-4.9	0.89
CN(C)CCCNC(=O)c1cc(C(=O)C2CCCCC2)c[nH]1	-2.7	-12.9	103.1	5.0	12.9	1	1	-2.4	-4.6	0.75
CC1=C(C(=O)NCc2ccccc2)C(c2cc(Br)cc(Br)c2OC(C)C)NC(=O)N1 (stereo not drawn)	-4.7	6.4	96.8	5.8	-6.4	1	0.9	8.2	-3.5	1
Cc1cc(Cl)c(S(=O)(=O)NC(C)C)cc1OCC(N)=O	-2.6	-14.0	93.9	8.7	14.0	1.1	0.9	10.7	-6.1	0.84
CCc1ccccc1N(CC(=O)O)S(C)(=O)=O	9.4	-8.2	95.0	-2.1	8.2	1	1	-1.5	-1.1	1.12
COc1ccc(OC)c(C2=NOC(C(=O)N3CCCc4ccccc43)C2)c1 (stereo not drawn)	6.4	20.0	106.7	9.0	-20.0	1	1	0.0	-1.7	0.46
COc1cc(C2c3c(-c4ccccc4)n[nH]c3C(=O)N2c2ccccc2)ccc1O (stereo not drawn)	-11.5	-11.4	101.1	3.1	11.4	1.1	0.8	15.8	-6.5	0.91
CN(C)Cc1cnc2ccc(Cl)cn12	-9.9	6.6	100.6	3.9	-6.6	1.1	0.9	14.2	-5.2	0.92
Cc1noc(C)c1CSc1nnc(-c2ccccc2)n1N	3.2	1.4	99.0	3.4	-1.4	1.1	0.8	21.0	-7.3	1.16

Pulled by structure from the entries so far, four records:
SMILES	TLR4-MyD88 BLA	APP 5'UTR act	STAT1 activator	G6PDH counter	APP transl inh	FLuc stim CS	Diaphorase act	Diaph inh CS	FLuc inh counter	NF-kB expr up
O=C(O)CCc1ccc(-c2ccccc2)o1	-4.3	-9.1	101.8	7.7	9.1	1	1	-0.1	-2.5	1.23
CN(C)Cc1cnc2ccc(Cl)cn12	-9.9	6.6	100.6	3.9	-6.6	1.1	0.9	14.2	-5.2	0.92
Cc1noc(C)c1CSc1nnc(-c2ccccc2)n1N	3.2	1.4	99.0	3.4	-1.4	1.1	0.8	21.0	-7.3	1.16
COc1cc(C2c3c(-c4ccccc4)n[nH]c3C(=O)N2c2ccccc2)ccc1O (stereo not drawn)	-11.5	-11.4	101.1	3.1	11.4	1.1	0.8	15.8	-6.5	0.91

Taken from above:
`Cc1nnc(Sc2c(N)n(C)c(=O)[nH]c2=O)s1` in Diaphorase act has 0.8
`CN(C)CCCNC(=O)c1cc(C(=O)C2CCCCC2)c[nH]1` in STAT1 activator has 103.1
`Cc1cc(Cl)c(S(=O)(=O)NC(C)C)cc1OCC(N)=O` in FLuc inh counter has -6.1
`Cc1noc(C)c1CSc1nnc(-c2ccccc2)n1N` in STAT1 activator has 99.0
